USP30 inh: inhibitors of human USP30 deubiquitinase; Q70CQ3; purified USP30, Ub-rhodamine cleavage fluorescence; inhibition, % at 25 µM; 47,000 tested, 5.3% active; AID 1645860
Target sequence (Q70CQ3 whole entry, looked up): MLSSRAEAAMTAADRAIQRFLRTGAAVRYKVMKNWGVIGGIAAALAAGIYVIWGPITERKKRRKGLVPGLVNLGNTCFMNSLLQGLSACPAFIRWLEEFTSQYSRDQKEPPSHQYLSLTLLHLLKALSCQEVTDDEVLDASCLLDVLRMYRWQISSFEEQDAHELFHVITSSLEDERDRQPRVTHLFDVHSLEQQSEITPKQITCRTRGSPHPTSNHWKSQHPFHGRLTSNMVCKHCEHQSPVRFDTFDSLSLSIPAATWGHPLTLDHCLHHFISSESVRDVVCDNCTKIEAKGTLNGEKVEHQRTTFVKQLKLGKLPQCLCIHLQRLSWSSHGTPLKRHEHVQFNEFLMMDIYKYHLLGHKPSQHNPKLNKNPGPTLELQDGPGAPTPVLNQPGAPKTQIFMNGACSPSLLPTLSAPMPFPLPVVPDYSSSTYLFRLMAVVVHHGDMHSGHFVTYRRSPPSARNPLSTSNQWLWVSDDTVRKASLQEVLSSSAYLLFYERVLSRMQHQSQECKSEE
USP8 block: blocks human USP8 ubiquitin-rhodamine cleavage; P40818; purified USP8, Ub-rhodamine cleavage fluorescence, 30 min; inhibition, % at 20 µM; 47,000 tested, 4.2% active; AID 1645853
OTUD3 block: blocks human OTUD3 ubiquitin-rhodamine cleavage; purified OTUD3, Ub-rhodamine fluorescence, 2 h; inhibition, % at 25 µM; 47,000 tested, 0.7% active; AID 1645858
UCHL1 block: blocks human UCHL1 ubiquitin-rhodamine cleavage | purified UCHL1, Ub-rhodamine cleavage fluorescence | inhibition, % at 20 µM | 47,000 tested, 0.2% active | AID 1645859
USP7 inh: blocks human USP7 ubiquitin-rhodamine cleavage | Q93009 | purified USP7, Ub-rhodamine cleavage fluorescence | 47,000 tested, 0.3% active | inhibition, % at 20 µM
USP17 block: blocks human USP17 ubiquitin-rhodamine cleavage. A8MUK1. purified USP17, Ub-rhodamine cleavage fluorescence, 3 h. inhibition, % at 50 µM. 47,000 tested, 6.5% active
Target sequence (A8MUK1 whole entry, looked up): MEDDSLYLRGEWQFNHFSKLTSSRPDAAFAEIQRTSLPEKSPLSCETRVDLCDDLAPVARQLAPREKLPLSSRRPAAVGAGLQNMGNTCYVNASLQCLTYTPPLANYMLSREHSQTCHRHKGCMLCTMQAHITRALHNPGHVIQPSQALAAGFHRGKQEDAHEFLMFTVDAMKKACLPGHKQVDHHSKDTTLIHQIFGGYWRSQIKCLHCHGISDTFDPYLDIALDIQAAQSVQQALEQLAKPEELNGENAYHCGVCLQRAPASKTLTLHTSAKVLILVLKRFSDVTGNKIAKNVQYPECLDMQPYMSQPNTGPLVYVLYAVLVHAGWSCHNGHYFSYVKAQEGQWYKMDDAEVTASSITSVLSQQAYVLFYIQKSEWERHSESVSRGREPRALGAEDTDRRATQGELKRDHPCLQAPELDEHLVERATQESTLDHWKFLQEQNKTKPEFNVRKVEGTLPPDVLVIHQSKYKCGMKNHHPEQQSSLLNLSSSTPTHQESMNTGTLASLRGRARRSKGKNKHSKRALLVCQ
USP28 block: inhibitors of human USP28 deubiquitinase. Q96RU2. purified USP28, Ub-rhodamine cleavage fluorescence, 30 min. inhibition, % at 25 µM. 47,000 tested, 3% active
USP10 block: inhibitors of human USP10 deubiquitinase | inhibition, % at 20 µM | 47,000 tested, 1.1% active | purified USP10, Ub-rhodamine fluorescence, 60 min | Q14694 | AID 1645856
Numbers without * were called inactive; . = not tested or not shown. Cut-off read from the data, not from the text of the source: active = inhibition above about 30%; inactive = the rest.

canonical_smiles | USP30 inh | USP8 block | OTUD3 block | UCHL1 block | USP7 inh | USP17 block | USP28 block | USP10 block
Cc1cc(=O)oc2cc(OCC(=O)Nc3cc(Cl)ccc3N3CCOCC3)ccc12 | 50* | 22 | 13 | 1 | -2 | 42* | 15 | -3
O=C(NCc1ccccc1)N(CCN1CCOCC1)Cc1cc2cc3c(cc2[nH]c1=O)OCO3 | -50 | 23 | -12 | -4 | -5 | -55 | -47 | -8
Cc1nc2nc(CNc3ccccc3)nn2c(C)c1Cl | 21 | 22 | 9 | -1 | 0 | 13 | 47* | 0
CC1(C(=O)NCc2ccccc2)CCC(=O)N1Cc1ccccc1F (stereo unspecified) | -7 | -2 | 3 | 0 | 0 | 0 | -6 | 3
O=C(NCc1nnc(SCC(=O)N2CCC(Cc3ccccc3)CC2)o1)c1ccccc1F | 6 | -3 | 3 | -4 | -9 | 0 | 6 | 2
COc1cccc(S(=O)(=O)N2CCOC(c3nccnc3N)C2)c1 (stereo unspecified) | -1 | -43 | -9 | -3 | -4 | -20 | -10 | 0
Cc1cc(C2CCCN2C(=O)NC2CCCCC2)on1 (stereo unspecified) | 29 | 24 | 24 | 1 | 4 | 19 | 3 | 0
O=C(NCC1CC1)[C@H]1CC[C@@H]2[C@@H](CCN2c2ncc(F)cn2)O1 | -373 | -228 | -79 | -35 | -36 | -131 | -96 | -15
Cc1cc(N2CCOCC2)nc2ccc(NC(=O)CCC(=O)Nc3ccc4c(c3)OCO4)cc12 | -1 | 6 | 8 | -1 | 2 | 0 | 1 | 4
COc1ccc(CN2C[C@@]34CN(C(=O)c5ccccn5)C[C@@H](C[C@@H]3S2(=O)=O)O4)cc1 | 22 | 24 | 14 | 1 | 0 | 15 | 15 | 1

canonical_smiles | USP30 inh | USP8 block | OTUD3 block | UCHL1 block | USP7 inh | USP17 block | USP28 block | USP10 block
O=C(CCN1C(=O)c2ccccc2Sc2ncccc21)NCc1ccc2c(c1)OCO2 | 4 | -2 | -1 | -1 | -1 | -3 | -4 | -1
O=C(Cn1c(=O)n(Cc2ccc3c(c2)OCO3)c(=O)c2ncccc21)NCc1ccco1 | -11 | 13 | 16 | -2 | -2 | 49* | 18 | -3
Cc1c(Br)cc2nc(-c3ccc(F)cc3)c(-c3ccc(F)cc3)nc2c1C | 12 | 9 | 6 | 1 | 5 | 3 | 3 | 0
CCOC(=O)c1c(C)[nH]c(C)c1S(=O)(=O)N1CCc2ccccc2C1 | -27 | 13 | -2 | 2 | -16 | -4 | 6 | -1
COCCN1Cc2c(C(=O)NC(C)C(C)C)ncn2-c2ccccc2S1(=O)=O (stereo unspecified) | -6 | 0 | -1 | 0 | 1 | 1 | 0 | 1
CN1CC2(COc3ccccc31)CN(S(=O)(=O)c1ccc3ncsc3c1)CCO2 (stereo unspecified) | 12 | 10 | 0 | 5 | -58 | -1 | 3 | 3
COCCn1cnc(-c2nc(C(=O)Nc3cccc(O)c3)c3ccccn23)c1 | -25 | -18 | 0 | -4 | -5 | -27 | -9 | -6
COc1ccc(/C=C2\CSc3sccc3C2=O)cc1 | 21 | 11 | 11 | -1 | -3 | 20 | 50* | 2
CCc1ccc(C(=O)N2CCC(n3cnnc3-c3ccccc3)CC2)cc1 | 2 | -172 | 0 | 0 | -3 | -34 | -5 | 0
COc1cc(C2CN3C(=O)CN(C4CC4)C(=O)[C@]3(C)c3[nH]c4ccccc4c32)ccc1OC(C)C (stereo partly specified) | -107 | -3 | -4 | 0 | 3 | -15 | -19 | -3

canonical_smiles | USP30 inh | USP8 block | OTUD3 block | UCHL1 block | USP7 inh | USP17 block | USP28 block | USP10 block
Cc1ccc(S(=O)(=O)N(C)c2c(C)ccc(S(=O)(=O)N3CCOCC3)c2C)cc1 | 0 | -1 | -3 | 0 | -1 | 0 | 0 | -1
COc1cc2c(cc1OC)-c1cc(Oc3ccccc3C)nc(=O)n1CC2 | -65 | -50 | -12 | -5 | -11 | -5 | -11 | -7
O=C1NCc2ccccc2CC12CCCCN2Cc1cccc(O)c1 (stereo unspecified) | -19 | -3 | -15 | -2 | -3 | -19 | -11 | 1
O=C(Nc1cc(F)ccc1F)c1ncoc1-c1ccco1 | -4 | 8 | 4 | 0 | 6 | 5 | 2 | -5
CC(=O)N1CCCC(c2nc(C)cc(Nc3ncccc3C)n2)C1 (stereo unspecified) | -6 | 8 | -7 | -1 | 2 | -4 | -5 | 1
O=C(c1ccco1)N1CCC2(CC1)CC1(CO2)Nc2ccccc2-n2cccc21 (stereo unspecified) | -26 | 67* | -1 | 16 | -9 | 80* | 19 | -5
COc1ccccc1N(CC(=O)NCCN1CCOCC1)S(=O)(=O)c1ccccc1 | 24 | 2 | 10 | 0 | 4 | 4 | 9 | 1
CCc1cc(C(=O)N2CCN(c3ccccc3F)CC2)nc2ccnn12 | -7 | -4 | -2 | 1 | 1 | -6 | -6 | 1
O=C(CC1C(=O)N(C2CCCC2)c2nc3ccccc3n21)Nc1ccccc1 (stereo unspecified) | 10 | 16 | 9 | 6 | -24 | -2 | 14 | 7
Cc1cn(C)c(C2CCCN(C(=O)c3ccc(N4CCCC4)cc3)C2)n1 (stereo unspecified) | -38 | -7 | -7 | -1 | -2 | -16 | -11 | -7

canonical_smiles | USP30 inh | USP8 block | OTUD3 block | UCHL1 block | USP7 inh | USP17 block | USP28 block | USP10 block
CCCCC/C=C/C1=C(CO)[C@@H](O)[C@H]2O[C@@]2(C/C=C(\C)C(=O)O)C1=O | -12 | -12 | 6 | -5 | -1 | -3 | 7 | -6
Cc1cccc(NC(=O)c2cnn3c2NC2=C(C(=O)CCC2)C3c2ccccc2)c1 (stereo unspecified) | -83 | -13 | -20 | -19 | -12 | -42 | -27 | -7
O=C(NC1CC2(CCCC2)Oc2ccccc21)c1cnccn1 (stereo unspecified) | 2 | 2 | -1 | -3 | -4 | -7 | -5 | 1
CC(=O)N1c2ccc(S(=O)(=O)N3CCC(C(=O)NCc4ccc(Cl)cc4)CC3)cc2CC1C (stereo unspecified) | -15 | 1 | -8 | -1 | 0 | 9 | -5 | 0
COc1ccc(CCNC(=O)Cn2c(=O)n(-c3ccc(CC(=O)NCCc4ccccc4)cc3)c(=O)c3ccccc32)cc1OC | -41 | 12 | 18 | 5 | 4 | 10 | -7 | 25
Cc1cccc(Nc2cc(C3CCCN(C(=O)c4cnc[nH]4)C3)ccn2)n1 (stereo unspecified) | -2 | -20 | -3 | 0 | 1 | -8 | 0 | 3
O=C(Cn1c(=O)n(-c2ccccc2)c(=O)c2cc(-c3ccccc3)sc21)c1ccccc1 | -4 | -26 | 1 | -2 | -1 | 12 | -5 | -3
O=S(=O)(Nc1ccccc1Cc1ccccc1)c1ccc(Cl)cc1 | 31* | 15 | 15 | 8 | 2 | 27 | 27 | 27
CCOC(=O)N1CCC(NC(=O)c2cnn(-c3ccc(F)cc3F)c2C2CCNCC2)CC1 | -19 | -184 | 2 | -3 | 0 | -30 | -3 | -9
O=S(=O)(Nc1ncnc2sc3c(c12)CCC3)c1cc(F)ccc1F | -101 | 27 | 0 | -1 | -8 | -20 | 0 | 1

canonical_smiles | USP30 inh | USP8 block | OTUD3 block | UCHL1 block | USP7 inh | USP17 block | USP28 block | USP10 block
Cc1ccc(-c2nc(-c3ccnc(N4CCCC4)c3)no2)s1 | -8 | 1 | -10 | 1 | -7 | -24 | -10 | 4
O[C@]12CCCC[C@H]1C(c1ccc3c(c1)OCO3)N(Cc1ccccc1F)CC2 (stereo partly specified) | -23 | -14 | -18 | 3 | -6 | -18 | -9 | 0
Cc1nn(-c2cc(N(C)C)ncn2)c(C)c1CCC(=O)N1CCN(c2ccccn2)CC1 | 10 | -1 | 9 | 2 | 4 | 5 | 6 | 1
O=C(O)CC1(CC(=O)Nc2ccc(Oc3ccccc3)cc2)CCCC1 | 22 | 33* | 16 | 1 | -2 | 10 | 12 | -1
CSCCC(NC(=O)c1ccc(Cl)cc1Cl)C(=O)OCC(=O)Nc1ccc2c(c1)OCCO2 (stereo unspecified) | -9 | -4 | -9 | 4 | . | -5 | 8 | 6
COCCCNC(=O)c1cnn2c3c(cnc12)CCCCCC3 | 23 | 21 | 10 | 2 | 1 | 12 | 9 | 0
COc1cc(C2C3(O)CC4C[C@]2(O)[C@](O)(C(=O)O4)[C@H]3C(=O)c2ccccc2)oc(=O)c1 (stereo partly specified) | 3 | 1 | 1 | -1 | 0 | -2 | 0 | -2
CC(NC(=O)c1ccccc1)c1nc2ccccc2n1CC(=O)Nc1ccc(OC(F)(F)F)cc1 (stereo unspecified) | 19 | 33* | 5 | 4 | 9 | 12 | 7 | 14
CCc1ccccc1NC(=O)C1CC(=O)N(C2CCCCC2)C1 (stereo unspecified) | 0 | -166 | 12 | 4 | 1 | -2 | 7 | -1
COc1ccc(NC(=O)c2ccc(Nc3cc(C)nc4ncnn34)cc2)cc1 | 5 | -1 | 0 | 5 | 6 | -9 | 28 | 2

canonical_smiles | USP30 inh | USP8 block | OTUD3 block | UCHL1 block | USP7 inh | USP17 block | USP28 block | USP10 block
Cc1ccc(NC(=O)COc2ccccc2-c2noc(-c3cccc(F)c3)n2)cc1 | 0 | 10 | 0 | -3 | 1 | 17 | -3 | -2
Cc1ccc(OCC(=O)NCC(c2ccco2)N2CCOCC2)cc1 (stereo unspecified) | -47 | -2 | -1 | 0 | -9 | -35 | -8 | 0
COc1ccccc1NC(=O)c1nn(-c2cccc(F)c2)c(OC)cc1=O | 76* | 17 | 9 | 5 | 7 | 46* | 18 | 3
O=C(/C=C/c1ccc(O)c(O)c1)O[C@@H]1C[C@](O)(C(=O)O)C[C@@H](O)[C@H]1O | -3 | -6 | -1 | -4 | 2 | -64 | -15 | 5
CCN1C[C@H]2CCN(C(=O)C3CCC3)CC[C@H]2S1(=O)=O | 16 | 10 | 2 | 3 | 6 | 7 | 2 | 2
CN(C)c1nc(N)nc(N(c2ccccc2)c2ccccc2)n1 | -9 | 7 | -4 | -1 | -18 | -4 | 0 | 0
O=C(NCC(=O)N1CCC2(CC1)NCCc1[nH]cnc12)c1ccccc1 | -29 | 10 | -6 | -8 | -4 | -7 | -12 | -6
O=C(Nc1cccc(F)c1)c1cccnc1N1CCOCC1 | -4 | -6 | -9 | -1 | -1 | -5 | -4 | 1
O=S(=O)(NC1(c2nc(C3CC3)no2)CCCCC1)c1ccccc1 | -12 | -1 | -6 | -1 | 0 | -5 | -8 | -4
Cc1cnc(C(=O)Nc2cccc(S(=O)(=O)N(C)C)c2)cn1 | -16 | -11 | 0 | 0 | 4 | -10 | -9 | -4

canonical_smiles | USP30 inh | USP8 block | OTUD3 block | UCHL1 block | USP7 inh | USP17 block | USP28 block | USP10 block
O=C(Nc1ccccc1F)C1CN(C(=O)c2ccc3c(c2)OCO3)C1 | -16 | -17 | 1 | 4 | 0 | -2 | 0 | 3
NC(=O)c1cccc(NC(=O)COc2ccc(Cl)c3ccccc23)c1 | -18 | 19 | 1 | 0 | 3 | 9 | 2 | -7
O=C(O)CCSC1CCc2ccccc2NC1=O (stereo unspecified) | 0 | 2 | -3 | -1 | 0 | -49 | -23 | 0
Clc1ccc(COc2ccc(-c3nnco3)cc2)cc1Cl | 17 | 0 | 5 | 3 | 5 | 14 | 5 | -1
CCc1nc(SCC(=O)NC(c2ccccc2)c2ccccc2)c2c3c(sc2n1)COC(C)(C)C3 | -2 | 3 | -12 | -7 | -1 | -4 | -6 | 1
O=C(Nc1ccccc1F)C1=NOC2(CCNCC2)C1 | 34* | -3 | 21 | 0 | 5 | 34* | 39* | -4
COc1ccc(S(=O)(=O)N2CCC[C@H](Cn3nnc(-c4cccnc4)n3)C2)cc1 | 4 | -1 | 0 | -1 | -1 | 0 | 9 | 1

Among those listed so far, 7 contain a Cl atom:
canonical_smiles | USP30 inh | USP8 block | OTUD3 block | UCHL1 block | USP7 inh | USP17 block | USP28 block | USP10 block
Cc1cc(=O)oc2cc(OCC(=O)Nc3cc(Cl)ccc3N3CCOCC3)ccc12 | 50* | 22 | 13 | 1 | -2 | 42* | 15 | -3
Cc1nc2nc(CNc3ccccc3)nn2c(C)c1Cl | 21 | 22 | 9 | -1 | 0 | 13 | 47* | 0
CC(=O)N1c2ccc(S(=O)(=O)N3CCC(C(=O)NCc4ccc(Cl)cc4)CC3)cc2CC1C (stereo unspecified) | -15 | 1 | -8 | -1 | 0 | 9 | -5 | 0
O=S(=O)(Nc1ccccc1Cc1ccccc1)c1ccc(Cl)cc1 | 31* | 15 | 15 | 8 | 2 | 27 | 27 | 27
CSCCC(NC(=O)c1ccc(Cl)cc1Cl)C(=O)OCC(=O)Nc1ccc2c(c1)OCCO2 (stereo unspecified) | -9 | -4 | -9 | 4 | . | -5 | 8 | 6
NC(=O)c1cccc(NC(=O)COc2ccc(Cl)c3ccccc23)c1 | -18 | 19 | 1 | 0 | 3 | 9 | 2 | -7
Clc1ccc(COc2ccc(-c3nnco3)cc2)cc1Cl | 17 | 0 | 5 | 3 | 5 | 14 | 5 | -1

Screening results from PubChem.
